# Ecoli WT expand = E. coli BW25113 growth inhibition, expanded screen; OD600 absorbance; growth inhibition, % at 100 µM; 98,000 compounds, 0.15% hits;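 active means growth inhibition above about 50% at one test dose, limit read from the data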;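 further: growth measured after 20 h incubation at 37 °C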
# CD11b adhes enh = enhancers of human CD11b/CD18 binding to fibrinogen. P05107+P11215. K562 CD11b/CD18 adhesion to fibrinogen, ATPlite luminescence. activation, % at 10 µM. 93,000 compounds, 0.07% hits;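 active means 10 µM primary screen giving 50% or more activity, confirmed by 40% or more on retest at that dose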; further: strong numbers were not always called active; reference of the scale not given here
# Target sequence (P05107 whole entry, looked up, other chains not shown): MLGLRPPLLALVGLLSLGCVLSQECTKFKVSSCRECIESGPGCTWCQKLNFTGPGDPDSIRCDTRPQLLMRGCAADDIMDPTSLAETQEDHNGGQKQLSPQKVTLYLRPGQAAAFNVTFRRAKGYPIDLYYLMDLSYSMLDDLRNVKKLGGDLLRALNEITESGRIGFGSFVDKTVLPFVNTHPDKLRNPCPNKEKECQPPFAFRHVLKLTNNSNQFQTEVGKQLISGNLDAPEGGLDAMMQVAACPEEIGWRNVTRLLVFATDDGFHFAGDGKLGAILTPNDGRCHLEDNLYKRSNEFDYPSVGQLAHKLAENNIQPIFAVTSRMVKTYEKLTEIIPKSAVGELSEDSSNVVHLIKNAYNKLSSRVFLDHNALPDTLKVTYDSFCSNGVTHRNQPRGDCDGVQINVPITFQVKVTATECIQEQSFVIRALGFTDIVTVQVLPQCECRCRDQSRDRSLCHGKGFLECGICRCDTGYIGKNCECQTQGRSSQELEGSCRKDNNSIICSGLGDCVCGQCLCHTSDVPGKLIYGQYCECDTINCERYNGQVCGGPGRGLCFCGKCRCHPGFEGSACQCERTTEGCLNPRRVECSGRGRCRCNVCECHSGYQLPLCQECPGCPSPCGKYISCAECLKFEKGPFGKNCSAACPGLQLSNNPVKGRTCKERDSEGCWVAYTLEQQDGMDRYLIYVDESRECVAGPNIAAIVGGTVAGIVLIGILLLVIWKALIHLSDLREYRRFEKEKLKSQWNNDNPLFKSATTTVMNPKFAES
# ERb coact inh = blocks coactivator binding to human estrogen receptor beta | TR-FRET ER-beta LBD / SRC1-Cy5 peptide binding; receptor agonist-loaded with 1 µM estradiol | 86,000 compounds, 1.3% hits | inhibition, % at 25.6 µM | Q92731;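 active means compounds whose percent inhibition of the receptor-coactivator binding signal exceeds about 50% in the single-dose screen, limit read from the data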;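 further: 0% = receptor plus peptide wells without compound and 100% = peptide-only wells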
# Mac1 fbg inh = inhibitors of human CD11b/CD18 binding to fibrinogen. AID 1497. K562 CD11b/CD18 adhesion to fibrinogen, ATPlite luminescence; Mn2+ added to activate the integrin. P05107+P11215. inhibition, % at 10 µM. 93,000 compounds, 0.54% hits;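 active means primary inhibition of 50% or more at 10 µM, then 40% or more on retest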; further: some results filed as inactive read as strong as hits
# MT1-MMP txn act = MT1-MMP promoter transcription activation; HT1080 MT1-MMP promoter luciferase reporter, luminescence, overnight; stronger effect = higher value; activation factor at 10 µM; 86,000 compounds, 0.16% hits;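 active means activation factor of at least 2 for MT1-MMP transcription at 10 µM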
# FAK blocker = FAK (human) kinase inhibition | inhibition, %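 (tested at 7 µM)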 | biochemical FAK kinase activity assay | Q05397 | 97,000 compounds, 0.84% hits; in the data active means inhibition above about 19%;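 further: 0% = DMSO and 100% = reference compound high control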
# ERa coact pot = enhances coactivator binding to human estrogen receptor alpha; P03372; TR-FRET ERalpha-LBD/SRC-Cy5 coactivator binding, 2 h; 100 = basal binding, no effect; coactivator binding (% of control), % at 25.6 µM; 86,000 compounds, 1.3% hits; in the data active means activity above about 200%;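 further: binding measured in presence of low estradiol as agonist stimulus; 0% = peptide alone without receptor and 100% = receptor with peptide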
# ERa SRC1 inh = ER-alpha (human) coactivator binding inhibition; TR-FRET ER-alpha LBD / SRC-1 peptide, estradiol-bound; inhibition, % at 25.6 µM; 86,000 compounds, 1.7% hits; in the data active means inhibition above about 50%;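 further: 0% = receptor plus peptide control and 100% = peptide only without receptor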
# PLAP act = activators of human placental alkaline phosphatase | P05187 | purified PLAP enzyme, luminescent substrate read-out; stronger effect = higher value | activation fold at 20 µM | 96,000 compounds, 1.2% hits | AID 696; in the data active means activation fold above about 2
# Numbers without * were called inactive; x = no result given; [ ] = another dose, or the depositor's remark.
SMILES	Ecoli WT expand	CD11b adhes enh	ERb coact inh	Mac1 fbg inh	MT1-MMP txn act	FAK blocker	ERa coact pot	ERa SRC1 inh	PLAP act
Cn1cc(S(=O)(=O)CC(=O)Nc2ccc(Br)cc2)c2ccccc21	-7	-4	-9	-4	1	-2	108	-6	0.9
CCOC(=O)c1c(NC(=O)CSc2nnc(Cc3ccccc3)o2)sc(C)c1C	x	x	3[fluorescence artefact?]	x	1.1	0	95	5[fluorescence artefact?]	x
O=C(Nc1nc(-c2ccc(S(=O)(=O)N3CCCCCC3)cc2)cs1)c1ccccc1	-10	38	-4[fluorescence artefact?]	0	0.9	-3	696*[fluorescence artefact?]	-10[fluorescence artefact?]	1.1
Cc1ccccc1NC(=O)CSc1[nH]c(=O)cc(C)c1C#N	-10	-5	-1	-26	0.9	-1	92	3	1
Cc1ccc(N(C(=O)Nc2ccccc2)C2=NCC(C)S2)cc1 (stereo unspecified)	7	4	-9	3	1.3	1	126	-9	1.5
CCOc1cc(/C=N/n2cnnc2)cc(Br)c1O	-6	-2	9	1	1.1	2	104	4	0.8
Cc1oc2ccccc2c1-c1cn2c(n1)SCC2	8	3	8[fluorescence artefact?]	-6	1.2	-1	84	0[fluorescence artefact?]	1.1
CC(=O)OC(C(=O)Nc1ccccc1C)C(OC(C)=O)C(OC(C)=O)C(OC(C)=O)C(=O)Nc1ccccc1C (stereo unspecified)	x	x	-6	x	1.1	2	114	-7	x
CC1(C)Cc2c(c(N3CCOCC3)nc3snc(N)c23)CO1	-3	4	-5	-7	1.4	x	116	-5	0.9
CCN(CC)CCn1c(=S)[nH]c2cc3c(cc2c1=O)OCO3	-8	0	-6	-6	1.1	0	104	-15	1.1
CCOC(=O)CSc1ncc(OC)c(=O)[nH]1	-7	1	x	-11	x	-5	x	x	0.8
COc1ccc2nc(-n3c(C)ccc3C)sc2c1	2	-1	10[fluorescence artefact?]	0	1.3	4	108	-5	1.1
CCC(=O)Nc1nn(C)c2nc3c(C)cccc3cc12	-12	x	44[fluorescence artefact?]	x	1	0	91[fluorescence artefact?]	9[fluorescence artefact?]	x
Cc1ccc(/C=N/NC(=O)Cc2c[nH]c3ccccc23)c(C)c1	28	0	x	0	x	1	x	x	0.9
COc1ccccc1-n1cnc2cc(NS(=O)(=O)c3ccc(Br)cc3)ccc21	-16	0	-2	1	1.1	2	82	-3	1.7
Cc1ccc(C(=O)Nc2ccc(O)cc2C(=O)O)cc1	5	-2	-1[fluorescence artefact?]	-5	1.1	0	105[fluorescence artefact?]	8[fluorescence artefact?]	1
CCOC(=O)c1cnc(-n2nc(C)cc2C)nc1Nc1cccc(C(C)=O)c1	x	x	-9[fluorescence artefact?]	x	1	2	868*[fluorescence artefact?]	-5	x
Clc1ccc(NC2=NCCCCC2)cc1	-5	-2	-8	-7	1.1	-3	114	-11	0.9
CCOC(=O)c1c(C)c(C(=O)NCCN2CCOCC2)c(C)n1C	-1	x	-3	x	1.2	-1	104	-4	x
Cc1cccc2cc(CN(Cc3ccccc3)C(=O)N(C)C)c(=O)[nH]c12	1	-1	-1	-1	1.3	-2	108	3	1.1
CCCc1nc(SCC(=O)NCc2ccc3c(c2)OCO3)c2c(=O)n(C)c(=O)n(C)c2n1	x	x	20	x	1.1	x	86	7	x
COc1nc(Oc2ccc(=O)[nH]n2)nc(N2CCOCC2)n1	8	6	1	-18	1.1	0	117	-3	0.9
CCCCC(CC)CNC(=O)c1cccs1 (stereo unspecified)	15	-3	-4	10	1.1	1	96	3	0.4
Cc1ccccc1S(=O)(=O)c1c(C)cc(C)n(CC(C)C)c1=O	5	1	6	4	1.2	3	86	13	1
C1=C(CCNC2=NCCCCC2)CCCC1	5	-2	-5	3	1.2	2	122	-8	0.9
Cc1nc2sc3c(c2c(=O)n1/N=C/c1ccco1)CCCC3	-8	0	6	-16	1	4	113	6	1.3
C=CCOC(=O)CC(NC(=O)c1ccccc1)c1ccccc1 (stereo unspecified)	-12	4	-2	-9	1.2	-1	110	-10	0.9
Cc1ccc(S(=O)(=O)Nc2nc3ccc(S(=O)(=O)N4CCCC4)cc3s2)cc1	-1	8	11	-18	1.1	-1	93	21	1.3
COC(=O)CSc1nnc(-c2cccc(NC(=O)c3ccc(C)cc3)c2)n1C	-4	0	-3	63	1.1	-2	119	-3	1.7
CCCn1nnnc1SCC(=O)NCc1ccccc1	12	-2	-9	-2	1.1	6	103	1	0.9
COc1cc(C=C(C(C)=O)C(C)=O)ccc1O	-1	-2	-2	-5	1.4	-1	108	0	0.7
NC12CC3CC(C1)CC(CO)(C3)O2	-2	-1	-4[fluorescence artefact?]	-10	1.1	x	100	1	1
CC1Oc2ccccc2N(Cc2cccnc2)C1=O (stereo unspecified)	3	2	-8	-10	1.2	x	124	-6	0.8
O=C(c1cccn2c(=O)c3cc(Cl)ccc3nc12)N1CCN(Cc2ccc3c(c2)OCO3)CC1	6	1	-2	4	1.2	14	107	-9[fluorescence artefact?]	1.3
COc1cc(OC)cc(C(C)=O)c1	-2	x	-6	x	1.1	-3	116	-3	0.8
COc1ccc(Cn2c(C)cc3c(c2=O)C(c2cccs2)C(C#N)=C(N)O3)cc1OC (stereo unspecified)	-4	-3	-2	-11	1.1	1	131[fluorescence artefact?]	5	0.8
CCc1ccccc1-n1cnc2cc(C(=O)O)ccc21	0	-3	0	-12	1	-13	113	0	1.1
CC(C)CCNC1=NCCCCC1	-6	x	-5	x	1.1	0	104	-1	1.1
COc1ccc(CNC(=O)COC(=O)c2cccnc2Nc2cccc(C(F)(F)F)c2)cc1	-1	-4	x	-19	x	-2	x	x	0.7
O=C(c1cccc(F)c1)N1CCCC(C(=O)N2CCCC2)C1 (stereo unspecified)	-5	-1	4[fluorescence artefact?]	13	1.2	-4	115	7	1.1

# 3 structures from above, arranged by length of the SMILES, low to high:
SMILES	Ecoli WT expand	CD11b adhes enh	ERb coact inh	Mac1 fbg inh	MT1-MMP txn act	FAK blocker	ERa coact pot	ERa SRC1 inh	PLAP act
CC1Oc2ccccc2N(Cc2cccnc2)C1=O (stereo unspecified)	3	2	-8	-10	1.2	x	124	-6	0.8
O=C(c1cccc(F)c1)N1CCCC(C(=O)N2CCCC2)C1 (stereo unspecified)	-5	-1	4[fluorescence artefact?]	13	1.2	-4	115	7	1.1
O=C(c1cccn2c(=O)c3cc(Cl)ccc3nc12)N1CCN(Cc2ccc3c(c2)OCO3)CC1	6	1	-2	4	1.2	14	107	-9[fluorescence artefact?]	1.3

# Later entries
SMILES	Ecoli WT expand	CD11b adhes enh	ERb coact inh	Mac1 fbg inh	MT1-MMP txn act	FAK blocker	ERa coact pot	ERa SRC1 inh	PLAP act
CCc1nnc(NC(=O)CSc2nc(-c3ccccc3)cc(-c3ccc(F)cc3)c2C#N)s1	-4	-4	x	-10	x	-4	x	x	1.1
C=CCCCOc1ccc(C(=O)O)cc1	-13	0	-2	3	1.1	0	121	-1	1.2
O=c1ccn(Cc2ccccc2)c(=O)n1Cc1ccccc1	2	-2	-4	0	1.1	-3	110	2	0.8
O=C1C2C3C=CC(C3=C3CCCCC3)C2C(=O)N1Cc1ccccc1 (stereo unspecified)	6	3	-4	-21	1.1	0	91	-1	1
CN(C)S(=O)(=O)c1cccc(C(=O)NC2CCCc3ccccc32)c1 (stereo unspecified)	-3	-4	2	-4	1.2	0	97	2	0.8
CCOC(=O)C1CCCN(Cc2cccc(Cl)c2)C1 (stereo unspecified)	x	x	-3	x	1.1	0	100	9	x
O=C(CSc1nc2ccccc2s1)N1CCOCC1	4	-5	4	-43	1.2	1	93[fluorescence artefact?]	-6	1.2
CCOc1ccccc1NC(=O)CSc1nnc(-c2cnccn2)n1C	4	3	x	-3	1.3	1	x	x	1
CCOc1ccccc1NC(=O)Cn1cnc2c(cnn2-c2ccc(C)c(C)c2)c1=O	-14	2	6	-8	1	1	110[fluorescence artefact?]	4[fluorescence artefact?]	0.9
CCOC(=O)COc1ccc(S(=O)(=O)Nc2ccc(C)cc2)cc1	3	-4	6[fluorescence artefact?]	16	1.1	-2	104	9[fluorescence artefact?]	1.2
CC(=O)N(CCCN(C)C)CCC(C)CCC=C(C)C (stereo unspecified)	7	-4	3	-11	0.9	x	129	-6	1.3
COc1cccc(=O)c2c(C)n(C)c(C)c12	-2	-4	51*[fluorescence artefact?]	-4	1.1	1	72	38[fluorescence artefact?]	1
CN1CCN(S(=O)(=O)c2cc([N+](=O)[O-])ccc2N2CCCCCC2)CC1	0	-1	x	-20	x	-2	x	x	1.2
CCN(CC)C(=O)CSc1nnc(COc2ccccc2)n1CC	1	0	-8	-9	x	-1	106	-3	1
CCn1c(SCC(=O)Nc2ccc(C(C)=O)cc2)nc2ccccc21	-6	-1	14	-2	1.4	1	68	26	1.1
CCOc1cccc(N2C(=O)CC(n3cnc4ccccc43)C2=O)c1 (stereo unspecified)	-1	3	0	-22	1	4	118[fluorescence artefact?]	-1	0.8
CCSc1nnc(-c2ccc(S(=O)(=O)N3CCOCC3)cc2)n1CC1CCCO1 (stereo unspecified)	-5	0	-5	-8	1.2	-2	109	-9	1
OC(C#CCN1CCOCC1)(c1ccccc1)C1CCCCC1 (stereo unspecified)	7	x	-17	x	1.1	1	105	1	1.4
Cc1cc(C)c2[nH]c(=O)c(C(c3nnnn3CC3CCCO3)N3CCC(C)CC3)cc2c1 (stereo unspecified)	-14	-4	-3	-14	1.2	x	94	12	1.6
O=C(Nc1ccc2oc(-c3ccccc3)nc2c1)c1ccncc1	-8	-2	17	5	1.3	-3	135	22[fluorescence artefact?]	1.2
O=C1CCCC(O)=C1C(C#Cc1ccccc1)C1=C(O)CCCC1=O	0	x	52*[fluorescence artefact?]	x	1	x	24[fluorescence artefact?]	34[fluorescence artefact?]	0.8
CC(=O)c1cc(-c2ccccc2)n(CCC(=O)NCc2cccs2)c1C	6	5	x	-56	1.1	4	x	x	0.9
Cc1cc(C)n(-c2c(F)c(F)c(CN3CCCCC3)c(F)c2F)n1	4	1	-29	-26	1.1	x	101	-29	1.5
CC1=C(C#N)C(=O)OC(C)(C)C1	0	0	-18	-3	1.1	0	109	-11	1

# Sorted by the number under ERa coact pot (lowest first): four of the compounds above.
smiles,ERa coact pot
COc1ccccc1-n1cnc2cc(NS(=O)(=O)c3ccc(Br)cc3)ccc21,82
CCOC(=O)C1CCCN(Cc2cccc(Cl)c2)C1 (stereo unspecified),100
CCCn1nnnc1SCC(=O)NCc1ccccc1,103
COc1ccc2nc(-n3c(C)ccc3C)sc2c1,108

# New compounds follow
SMILES	Ecoli WT expand	CD11b adhes enh	ERb coact inh	Mac1 fbg inh	MT1-MMP txn act	FAK blocker	ERa coact pot	ERa SRC1 inh	PLAP act
Cc1c(C(=O)O)nn(-c2ccccc2)c(=O)c1C#N	1	-1	2	-3	1	-3	113	-3	1
O=C(O)C(Cc1ccccc1)NS(=O)(=O)c1ccc2c(c1)OCCO2 (stereo unspecified)	6	x	-2	x	1	0	89	-10	0.9
Cc1nc2ccc(NC(=O)Cc3cccs3)cc2s1	10	-1	44[fluorescence artefact?]	8	1.4	x	60[fluorescence artefact?]	62*[fluorescence artefact?]	0.8
Cc1cc(NCc2ccccn2)ccc1Br	15	-1	x	7	x	2	x	x	0.9
COc1ccc(N2CCN(CCCNC(=O)Nc3ccccc3)CC2)cc1	4	-5	-5	-1	1.2	3	104	2	1.6
CCOC(=O)C1C(=O)OC2(CCOC(C)(C)C2)C1C(=O)OCC (stereo unspecified)	7	-2	18[fluorescence artefact?]	-16	1	3	80	18	1.1
CCNc1nc(N)c(C(=O)c2ccc(Cl)s2)s1	-9	0	9	-12	1.7	19*	98	-22	1
CC(C)C(c1nnnn1C1CCCCC1)N1CCc2ccccc21 (stereo unspecified)	-1	3	-9	-2	1.1	1	88	-9	1
Cc1ccc(N2C(=O)C(Cl)=C(N3CCN(C)CC3)C2=O)c(C)c1	x	x	-8	x	0.9	0	103	0	x
Cc1c(C(=O)Nc2ccncc2)sc2nc(-c3ccc(F)cc3)cn12	-7	14	7[fluorescence artefact?]	32	1	x	367*[fluorescence artefact?]	-6	1.3
CCC(C)n1c(-c2cc(OC)c(OC)c(OC)c2)nc2nc3ccccc3nc21 (stereo unspecified)	4	1	x	0	x	1	x	x	1.4
CCC(=O)NCC(=O)OCC(=O)c1ccccc1	x	x	-6	x	1.1	-1	95	0	x

# Screening results: PubChem BioAssay, several laboratories
